# ROS inducer: raises reactive oxygen species in U2OS cancer cells; 46,000 tested, 2% active; ROS induction (% of piperlongumine), % at 10 µM; U2OS ROS induction, H2DCF-DA fluorescence; in the data active = ROS induction above about 79%, passing the limit was not always enough;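 also: 0% = DMSO vehicle median and 100% = reference compound median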
# * = called active by the depositor.
item	molecule	ROS inducer
1	O=C1NC2CCc3nc4ccccc4c(=O)n3C2=Nc2ccccc21 (stereo unspecified)	-3
2	C[C@H]1CN([C@@H](C)CO)C(=O)Cc2cc(NS(=O)(=O)c3ccccc3)ccc2O[C@H]1CN(C)Cc1ccc(C(=O)Nc2ccccc2N)cc1	36
3	COc1ccc(CN(C)C[C@H]2Oc3ccc(NC(=O)Cc4cn(C)c5ccccc45)cc3CC(=O)N([C@@H](C)CO)C[C@H]2C)cc1	29
4	C[C@H]1CN([C@@H](C)CO)C(=O)Cc2cc(NC(=O)Cn3cnnn3)ccc2O[C@@H]1CN(C)C	-5
5	CCCCc1nc2sc3c(NCc4ccccc4)ncnc3c2c2c1COC(C)(C)C2	-9
6	C[C@H](CO)N1C[C@H](C)[C@H](CN(C)S(=O)(=O)c2cccs2)Oc2ncc(-c3cccc(C(F)(F)F)c3)cc2C1=O	62
7	COc1ccc(C2C(C(=O)N(C)c3ccc(C(C)C)cc3)CC(=O)N2c2ccc(OC)cc2)cc1 (stereo unspecified)	17
8	C[C@H](CO)N1C[C@H](C)[C@H](CN(C)Cc2ccc(-c3ccccc3)cc2)OCc2cn(nn2)CCCC1=O	25
9	C[C@H](CO)N1C[C@H](C)[C@H](CN(C)C)Oc2ccc(NS(=O)(=O)c3ccc(Cl)cc3)cc2CC1=O	7
10	C[C@@H]1CN([C@@H](C)CO)C(=O)c2cc(NC(=O)C3CC3)ccc2O[C@@H]1CN(C)S(=O)(=O)c1ccccc1	-2
11	Cc1ccc(Oc2nnc(-c3cccs3)c3ccccc23)cc1	-11
12	COc1ccc(NC(=O)C(C)(C)Oc2ccc(Cl)cc2)c([N+](=O)[O-])c1	-17
13	Cc1ccc(S(=O)(=O)Nc2ccc3c(c2)C(=O)N([C@@H](C)CO)C[C@H](C)[C@H](CN(C)Cc2ccc(-c4ccccc4)cc2)O3)cc1	-5
14	C[C@H](CO)N1C[C@H](C)[C@@H](CN(C)Cc2ccc(Oc3ccccc3)cc2)Oc2c(NS(=O)(=O)c3ccc(F)cc3)cccc2C1=O	68
15	C[C@H]1CN([C@@H](C)CO)C(=O)c2cccc(NC(=O)c3ccc(-c4nccs4)cc3)c2O[C@@H]1CN(C)S(=O)(=O)c1ccc(F)cc1	-2
16	C[C@H]1CN([C@@H](C)CO)C(=O)Cc2cc(NS(=O)(=O)c3ccc(F)cc3)ccc2O[C@H]1CN(C)Cc1ccc2c(c1)OCO2	109*
17	O=c1oc2cc(OCc3ccc(C(F)(F)F)cc3)ccc2cc1-c1ccccn1	-17
18	O=C(CCCCCCC(=O)Nc1ccccc1O)N/N=C/[C@H](O)[C@@H](O)[C@H](O[C@@H]1O[C@H](CO)[C@H](O)[C@H](O)[C@H]1O)[C@H](O)CO	12
19	COc1ccc(/C=C2\SC(=N)N(c3ccc(OC)cc3)C2=O)cc1	0
20	O=C(Cn1cnc2sc3c(c2c1=O)CCCC3)NCCC(=O)N1CCN(c2ccc(F)cc2)CC1	9

# 5 compounds picked at random from those above, as already listed:
item	molecule	ROS inducer
5	CCCCc1nc2sc3c(NCc4ccccc4)ncnc3c2c2c1COC(C)(C)C2	-9
4	C[C@H]1CN([C@@H](C)CO)C(=O)Cc2cc(NC(=O)Cn3cnnn3)ccc2O[C@@H]1CN(C)C	-5
7	COc1ccc(C2C(C(=O)N(C)c3ccc(C(C)C)cc3)CC(=O)N2c2ccc(OC)cc2)cc1 (stereo unspecified)	17
13	Cc1ccc(S(=O)(=O)Nc2ccc3c(c2)C(=O)N([C@@H](C)CO)C[C@H](C)[C@H](CN(C)Cc2ccc(-c4ccccc4)cc2)O3)cc1	-5
20	O=C(Cn1cnc2sc3c(c2c1=O)CCCC3)NCCC(=O)N1CCN(c2ccc(F)cc2)CC1	9

# Further entries.
item	molecule	ROS inducer
21	O=c1c2ccccc2nc2n1CCC2O (stereo unspecified)	-3
22	C[C@@H]1CN([C@H](C)CO)C(=O)c2cccc(NC(=O)C3CCCCC3)c2O[C@H]1CN(C)C(=O)NC1CCCCC1	-16
23	C[C@@H]1CN([C@@H](C)CO)C(=O)c2cc(NC(=O)Nc3ccc(F)cc3)ccc2O[C@H]1CN(C)C(=O)Nc1ccccc1	-12
24	COc1ccc(NC(=O)N(C)C[C@H]2Oc3c(NC(=O)Nc4ccc(C(F)(F)F)cc4)cccc3C(=O)N([C@@H](C)CO)C[C@@H]2C)cc1	-6
25	O=c1c2cc3c(cc2[nH]c(=S)n1CCc1ccccc1Cl)OCO3	-9
26	C[C@H]1CN([C@@H](C)CO)C(=O)c2cccc(NC(=O)Nc3ccccc3)c2O[C@H]1CN(C)S(=O)(=O)c1cn(C)cn1	-3
27	O=C(COc1ccc(Cl)c2cccnc12)Nc1cccc([N+](=O)[O-])c1	2
28	C[C@H](CO)N1C[C@H](C)[C@@H](CN(C)C(=O)Nc2ccc(C(F)(F)F)cc2)Oc2ccc(NC(=O)Nc3ccc(C(F)(F)F)cc3)cc2C1=O	74
29	Cc1cccc(NC(=O)CSc2nnc(-c3ccco3)n2C)c1C	0
30	CC(C)(C)n1ncc2c(=O)n(CC(=O)NC3CCCCC3)cnc21	-6
31	C[C@H]1CN([C@@H](C)CO)C(=O)c2cccc(NC(=O)c3ccc(-c4nccs4)cc3)c2O[C@H]1CN(C)Cc1ccncc1	3
32	C[C@@H]1CN([C@@H](C)CO)C(=O)Cc2cc(NC(=O)Cn3cnnn3)ccc2O[C@@H]1CN(C)S(=O)(=O)c1cn(C)cn1	5
33	CC(C)NCc1ccccc1OCC(N)=O	0
34	COc1cc2c(cc1OC)CN(C(=O)CSc1ncnc3sc(C)c(C)c13)CC2	-1
35	CNC[C@H]1Oc2ccc(NC(=O)Cn3cnnn3)cc2C(=O)N([C@@H](C)CO)C[C@H]1C	-7
36	COc1ccc(S(=O)(=O)Nc2ccc3c(c2)CC(=O)N([C@H](C)CO)C[C@H](C)[C@H](CN(C)Cc2ccccc2)O3)cc1	6
37	CC1CCN(C(=O)c2ccc(CSc3nc4ccncc4[nH]3)cc2)CC1	-2
38	CC1CCCC(NC(=O)Nc2cccs2)C1C (stereo unspecified)	-5
39	Cc1ccc(S(=O)(=O)Nc2ccc3c(c2)C(=O)N([C@H](C)CO)C[C@H](C)[C@H](CN(C)C(=O)Nc2ccc4c(c2)OCO4)OCCCC[C@@H](C)O3)cc1	5
40	Cc1noc(C)c1NC(=O)Nc1cccc2c1O[C@@H](CN(C)S(=O)(=O)c1cn(C)cn1)[C@@H](C)CN([C@H](C)CO)C2=O	-15

# (continued)
entry	mol	ROS inducer
41	Cn1c(O)c(C=NCc2ccc3c(c2)OCO3)c(=O)n(C)c1=S	-7
42	C[C@H]1CN([C@@H](C)CO)C(=O)Cc2cc(NS(=O)(=O)c3ccc(Cl)cc3)ccc2O[C@@H]1CN(C)S(=O)(=O)c1cn(C)cn1	4
43	Cc1noc(C)c1NC(=O)N(C)C[C@H]1Oc2ccc(N(C)C)cc2CC(=O)N([C@@H](C)CO)C[C@H]1C	-8
44	C[C@@H]1CN([C@H](C)CO)C(=O)c2cc(NS(=O)(=O)c3cn(C)cn3)ccc2O[C@@H]1CN(C)Cc1ccc(Cl)c(Cl)c1	-5
45	O=C(O)c1cccc(NC(=O)C2(c3ccccc3)CCN(S(=O)(=O)c3ccccc3)CC2)c1	2
46	C[C@H]1CN([C@@H](C)CO)C(=O)CCCn2cc(nn2)CO[C@H]1CN(C)C(=O)Nc1ccc(-c2cccs2)cc1	34
47	Cc1cc(OCC(=O)Nc2cc(-c3nc4ncccc4o3)ccc2C)ccc1Cl	3
48	Cc1noc(C)c1NC(=O)N(C)C[C@@H]1Oc2ccc(NC(=O)C3CC3)cc2CC(=O)N([C@H](C)CO)C[C@@H]1C	1
49	C[C@@H]1CCCCO[C@@H](CN(C)C(=O)CCC(F)(F)F)[C@@H](C)CN([C@H](C)CO)C(=O)c2cc(NC(=O)Nc3ccccc3)ccc2O1	24
50	O=c1ccc2cc(S(=O)(=O)NCCN3CCN(c4cccc(Cl)c4)CC3)ccc2[nH]1	11
51	C[C@@H]1CCCCO[C@@H](CN(C)Cc2ccc3c(c2)OCO3)[C@@H](C)CN([C@H](C)CO)C(=O)c2cc(NC(=O)Nc3cccc4ccccc34)ccc2O1	17
52	O=C(N1CCOCC1)[C@@]1(Cc2ccccc2)COC(c2ccc(OCCCO)cc2)=N1	38
53	CC(C)NC(=O)N(C)C[C@H]1Oc2c(cccc2N(C)C)C(=O)N([C@H](C)CO)C[C@H]1C	-13
54	CC1OC(OCC2OC(OCC3(C)C(O)CCC4(C)C3CCC3(C)C4CCC4C5=CC(C)(C)CCC5(C(=O)O)CCC43C)C(O)C(O)C2O)C(O)C(O)C1O (stereo unspecified)	4
55	N/N=C(/Cn1nnc(N2CCCCC2)n1)c1ccc(Cl)cc1	1
56	Cc1cc(N(CC(=O)Nc2ccc(F)c(Cl)c2)S(C)(=O)=O)ccc1Br	-14
57	C[C@@H]1CN([C@H](C)CO)C(=O)Cc2cc(NC(=O)Cc3ccccc3)ccc2O[C@H]1CN(C)C(=O)Nc1ccc(C(F)(F)F)cc1	2
58	C[C@H]1CN([C@@H](C)CO)C(=O)Cc2cc(NS(=O)(=O)c3ccc(F)cc3)ccc2O[C@H]1CN(C)Cc1ccc(Cl)c(Cl)c1	12
59	COc1cc2c(cc1OC)C(COc1ccccc1OC)N(C(=O)/C=C/c1ccccc1)CC2 (stereo unspecified)	7
60	CC(C)NC(=O)N(C)C[C@@H]1Oc2ccc(NC(=O)CCCCCC(=O)Nc3ccccc3N)cc2CC(=O)N([C@@H](C)CO)C[C@@H]1C	0
61	CNC[C@H]1Oc2ccc(NC(=O)Cn3cnnn3)cc2C(=O)N([C@H](C)CO)C[C@H]1C	-9
62	Cc1noc(C)c1NC(=O)Nc1ccc2c(c1)C(=O)N([C@@H](C)CO)C[C@H](C)[C@@H](CN(C)C(=O)NC1CCCCC1)O2	-2
63	COc1ccc(NC(=O)N(C)C[C@@H]2Oc3ccc(NS(=O)(=O)c4cccs4)cc3C(=O)N([C@H](C)CO)C[C@@H]2C)cc1	6
64	C[C@@H]1CN([C@@H](C)CO)C(=O)c2cc(NC(=O)Cc3ccccc3)ccc2O[C@@H]1CN(C)Cc1ccc(C(=O)Nc2ccccc2N)cc1	-12
65	CC(C)NC(=O)N(C)C[C@H]1Oc2ccc(NC(=O)CCN3CCOCC3)cc2C(=O)N([C@@H](C)CO)C[C@H]1C	0
66	COc1ccc(NC(=O)N(C)C[C@@H]2Oc3ccc(NS(=O)(=O)c4ccc(C)cc4)cc3CC(=O)N([C@H](C)CO)C[C@H]2C)cc1	13
67	COc1ccc(S(=O)(=O)Nc2ccc3c(c2)C(=O)N([C@H](C)CO)C[C@H](C)[C@H](CN(C)Cc2ccc(C(=O)Nc4ccccc4N)cc2)O3)cc1	0
68	C[C@@H]1CCCCO[C@H](CN(C)Cc2ccc(C(F)(F)F)cc2)[C@@H](C)CN([C@H](C)CO)C(=O)c2cc(NC(=O)CCCCCC(=O)Nc3ccccc3N)ccc2O1	47
69	CC(C)N(Cc1ccccc1)S(=O)(=O)c1ccc2ccccc2c1	-3
70	C[C@@H]1CN([C@H](C)CO)C(=O)Cc2cc(NS(=O)(=O)c3cccs3)ccc2O[C@H]1CN(C)C(=O)NC1CCCCC1	15
71	CNC[C@@H]1Oc2ccc(NC(=O)NC3CCCCC3)cc2CC(=O)N([C@H](C)CO)C[C@H]1C	8
72	C[C@H](CO)N1C[C@H](C)[C@H](CN(C)C(=O)Nc2ccc3c(c2)OCO3)Oc2ccc(NC(=O)C3CCCCC3)cc2C1=O	-7
73	NC(=O)Nc1ccc2[nH]ncc2c1	-7
74	COC(=O)c1ccc(C)c(NC(=O)CN2C(=O)c3ccccc3S2(=O)=O)c1	-3
75	CC(C)(C)Nc1nc(Cl)nc(N(C#N)CN2C(=O)c3ccccc3S2(=O)=O)n1	94*
76	O=C(O)CCNc1cc(Cl)ccc1Oc1ccc(Cl)cc1	-5
77	O=C(O)CSc1nnc(-c2ccc(Cl)cc2)n1-c1ccccc1	-13
78	Cc1noc(C)c1NC(=O)N(C)C[C@@H]1Oc2ccc(NC(=O)C3CCCCC3)cc2CC(=O)N([C@H](C)CO)C[C@@H]1C	2
79	COc1ccc(NC(=O)Nc2ccc3c(c2)CC(=O)N([C@H](C)CO)C[C@@H](C)[C@H](CN(C)CC2CC2)O3)cc1	0
80	O=C(COc1ccc(NS(=O)(=O)c2cccc3cccc(Cl)c23)cc1)N1CCOCC1	5
81	Cc1noc(C)c1NC(=O)N(C)C[C@H]1Oc2c(NC(=O)CCCCCC(=O)Nc3ccccc3N)cccc2C(=O)N([C@H](C)CO)C[C@@H]1C	16
82	C[C@@H]1CN([C@@H](C)CO)C(=O)c2cc(NS(C)(=O)=O)ccc2O[C@@H]1CN(C)Cc1ccc(C(=O)Nc2ccccc2N)cc1	-4
83	C[C@@H]1CN([C@@H](C)CO)C(=O)c2cc(NC(=O)Nc3cccc4ccccc34)ccc2O[C@H]1CN(C)C(=O)Nc1ccc2c(c1)OCO2	-8
84	O=C(Nc1cccc(Cl)c1)Nc1ccccc1N1CCCCC1	2
85	CSc1nc(-c2cccnc2)nc(-c2ccc(OC(F)(F)F)cc2)c1C#N	23
86	COc1ccc(NC(=O)N(C)C[C@@H]2Oc3ccc(NC(=O)Cn4cnnn4)cc3C(=O)N([C@H](C)CO)C[C@@H]2C)cc1	29
87	c1ccc(-n2ncc3c(N4CCc5ccccc54)ncnc32)cc1	-4
88	COc1cc([C@H]2OC[C@H]3[C@@H]2CO[C@@H]3c2ccc3c(c2)OCO3)cc(OC)c1OC	15
89	C[C@H](CO)N1C[C@H](C)[C@@H](CN(C)Cc2ccc(Cl)c(Cl)c2)Oc2c(NC(=O)c3nc4ccccc4s3)cccc2C1=O	16
90	C[C@@H]1CN([C@H](C)CO)C(=O)c2cccc(NS(C)(=O)=O)c2O[C@@H]1CN(C)S(=O)(=O)c1ccccc1	10
91	C[C@@H]1CN([C@H](C)CO)C(=O)c2cc(NC(=O)Nc3ccc4c(c3)OCO4)ccc2O[C@@H]1CN(C)C(=O)Nc1ccc(F)cc1	-8

# Exported with each value named: part of the list above.
82: C[C@@H]1CN([C@@H](C)CO)C(=O)c2cc(NS(C)(=O)=O)ccc2O[C@@H]1CN(C)Cc1ccc(C(=O)Nc2ccccc2N)cc1
  ROS inducer = -4
83: C[C@@H]1CN([C@@H](C)CO)C(=O)c2cc(NC(=O)Nc3cccc4ccccc34)ccc2O[C@H]1CN(C)C(=O)Nc1ccc2c(c1)OCO2
  ROS inducer = -8
84: O=C(Nc1cccc(Cl)c1)Nc1ccccc1N1CCCCC1
  ROS inducer = 2

# Source: PubChem

# Not all compounds are listed; count on the stated rates, not on these rows.
